# Glioma ERSR ind – induces the endoplasmic reticulum stress response in human glioma cells; AID 602332; Potency, µM, for the others: at the top dose activation, hits mostly activators; actives 0.02% (n = 420,000); U87-MG GRP78 promoter luciferase reporter, 16 h; note: potency is the fitted concentration of half-maximal effect; series mostly up to about 76 µM; % of control where 0% means no effect; nearly all actives have a fitted effect of over 35% in size
#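 ERSR induction read as luciferase luminescence (Bright-Glo, 10 min at room temperature) in stably transfected human U87-MG glioma cells exposed to compounds for 16 h, using GRP78 as sensor.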
# D2 antag – antagonists of human D2 dopamine receptor; HEK293 TREx D2 cells, calcium flux, dopamine EC80; inhibition, % at 10 µM; actives 2% (n = 340,000); in the data active = inhibition above about 30%; note: 0% is about no effect
#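 Tetracycline-induced HEK293 T-REx cells expressing D2 force-coupled to calcium signalling were dye-loaded, exposed to compound for 180 s, then challenged with an EC80 of dopamine; calcium flux was followed kinetically for a further 180 s.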
# Vif-APOBEC3F blk – blocks the Vif interaction with APOBEC3F; actives 0.2% (n = 390,000); AID 602313; Potency, µM (series often up to 46.1 µM), for the others: at the highest dose activity, negative = active; HeLa A3F-eYFP + Vif (tagged APOBEC3F with the HIV-1 protein that degrades it), YFP fluorescence increase; note: potency is the fitted concentration of half-maximal effect; % of control where 0% means no effect; nearly all actives have a fitted effect of over 65% in size
#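 Fluorescence increase (Ex 488/Em 500-530) after overnight compound treatment at 37 deg C flags inhibition of Vif-driven A3F-eYFP loss in stable HeLa A3F-eYFP/Vif cells seeded overnight beforehand.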
# RGS4 inh – human RGS4 inhibition | P49798 | Transcreener GDP fluorescence polarization, RGS4-accelerated GTP hydrolysis | Potency, µM (series often up to 114 µM), for the others: top-dose activity change, negative = inhibition, hits mostly inhibitors | actives 0.039% (n = 390,000) | AID 504845; note: potency is the fitted concentration of half-maximal effect; % is set by controls: 0 for no effect and ±100 for the full control effect; nearly all actives have a fitted effect of over 75% in size; some results filed as inactive show a strong effect at the top dose
# Target sequence (P49798 whole entry, looked up): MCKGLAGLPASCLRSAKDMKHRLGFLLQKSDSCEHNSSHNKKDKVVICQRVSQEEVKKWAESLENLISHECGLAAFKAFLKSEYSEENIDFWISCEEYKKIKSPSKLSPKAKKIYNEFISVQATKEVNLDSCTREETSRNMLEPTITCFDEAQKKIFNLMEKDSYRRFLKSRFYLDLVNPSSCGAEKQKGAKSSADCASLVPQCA
#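 MLSMR compounds (23 nl, pin-transferred) preincubated 10 min at room temperature with a 500nM (2x) first reagent, then RGS4 at 900nM (2x) plus Transcreener GDP mix added; fluorescence polarization (620/688 nm) read before and after 90 min at 30 °C.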
# LDHA inh – inhibitors of human lactate dehydrogenase A. purified LDHA, NADH/diaphorase-resazurin fluorescence; stronger effect = lower value. activity change, % (values are at about 110 or 230 µM). AID 1347041. actives 0.15% (n = 480,000); in the data active = activity change below about -30%; inconclusive = mostly about -25% to -30%;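 note: plate controls were DMSO wells for no effect and wells without enzyme for full effect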
#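 Remaining NADH was detected by diaphorase (0.133 mg/mL) converting 37 µM resazurin to fluorescent resorufin, read at 0 and 20 minutes. The preceding 5-minute room-temperature reaction used 2 nM LDHA, 0.2 mM sodium pyruvate and 0.06 mM NADH at pH 7.4.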
# D2 ag – agonists of human D2 dopamine receptor; HEK293 T-REx D2 cells, calcium flux agonist mode; P14416; activation, % at 2 µM; actives 0.53% (n = 340,000); AID 485358;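 active = activation over 3 SD above normal in the single-dose calcium agonist read, cut at about 30% in these data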; note: 0% is about no effect
#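 In this primary screen, compounds producing a positive calcium signal within 180 s of addition to tetracycline-induced, force-coupled HEK293 Trex D2 cells are flagged; cells are dye-loaded with a no-wash calcium kit beforehand.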
# Vif-A3G inh – inhibitors of Vif-APOBEC3G interaction | Q9HC16 | HeLa A3G-eYFP + Vif (tagged APOBEC3G with the HIV-1 protein that degrades it), YFP fluorescence, overnight | Potency, µM (doses to about 46.1 µM), for inactives: at the highest dose activity, negative = active, hits mostly inhibitors | AID 602310 | actives 0.076% (n = 410,000);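 note: potency is the fitted concentration of half-maximal effect; % is set by controls: 0 for no effect and ±100 for the full control effect; nearly all actives have a fitted effect of over 60% in size; hits raise eYFP signal because A3G escapes Vif-driven loss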
#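 Read-out is eYFP fluorescence (Ex 488/Em 500-530) from Vif-expressing HeLa A3G-eYFP cells; more signal means A3G escaped Vif-mediated degradation. Cells plated overnight, compound pinned in, incubated overnight at 37 deg C.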
# ERG Ets-DNA blk – inhibitors of human ERG Ets domain-DNA interaction | P11308 | AID 624246 | Potency, µM (top dose mostly 76.9 µM), for the others: at the highest dose FP activity, negative = inhibition, hits mostly inhibitors | fluorescence polarization, His-ERG Ets domain / labelled DNA | actives 0.028% (n = 370,000); active = well fitted inhibition curve with a large enough effect in the polarisation, with a control signal flat; inconclusive = small, poorly fitted or top-dose-only effect, or effect the other way, or a change in a side signal; inactive = no such curve, though single readings can be large or run the other way; the % refers to the polarisation;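 note: polarization taken with two DNA probes labelled with fluorescein and Texas red; potency is the fitted concentration of half-maximal effect; % of control where 0% means no effect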
#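 His-tagged ERG Ets domain (1 uM in the protein solution; 300mM KCl, 50mM Tris-HCl, 1mM EDTA, 1mM DTT, pH 7.5) received compound, then a probe mix of 5 nM fluorescein-DNA and 100nM Texas-615-DNA. Fluorescence polarization was read for both dyes.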
# ALOX12 inh – inhibitors of human 12S-lipoxygenase ALOX12; Potency, µM (doses to about 108 µM), for inactives: at the top dose activity change, negative = inhibition, hits mostly inhibitors; purified 12hLO, xylenol orange hydroperoxide absorbance; actives 1.1% (n = 580,000); P18054; note: potency is the fitted concentration of half-maximal effect; % is set by controls: 0 for no effect and ±100 for the full control effect
# Target sequence (P18054 whole entry, looked up): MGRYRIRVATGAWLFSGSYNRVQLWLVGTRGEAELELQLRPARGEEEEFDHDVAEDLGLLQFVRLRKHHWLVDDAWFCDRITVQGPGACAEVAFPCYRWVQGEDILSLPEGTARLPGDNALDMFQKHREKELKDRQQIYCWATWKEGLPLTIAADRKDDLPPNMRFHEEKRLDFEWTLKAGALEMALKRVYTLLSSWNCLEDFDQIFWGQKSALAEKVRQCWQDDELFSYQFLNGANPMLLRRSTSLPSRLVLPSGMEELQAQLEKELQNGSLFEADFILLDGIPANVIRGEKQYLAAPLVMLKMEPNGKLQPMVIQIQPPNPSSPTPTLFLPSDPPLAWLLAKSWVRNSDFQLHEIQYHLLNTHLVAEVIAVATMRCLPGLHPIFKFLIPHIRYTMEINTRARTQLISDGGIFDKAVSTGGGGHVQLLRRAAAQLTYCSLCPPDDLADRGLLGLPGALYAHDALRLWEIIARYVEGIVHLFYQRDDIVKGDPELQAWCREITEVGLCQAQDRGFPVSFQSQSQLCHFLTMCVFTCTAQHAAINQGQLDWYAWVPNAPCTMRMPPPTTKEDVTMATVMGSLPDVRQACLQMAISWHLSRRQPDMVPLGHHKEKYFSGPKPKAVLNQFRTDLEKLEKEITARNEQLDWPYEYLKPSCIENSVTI
#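 Hydroperoxide product was detected by ferrous iron/xylenol orange as the 573 to 405 nm absorbance ratio. Arachidonic acid at 40 uM (final) was turned over for 30 min at room temperature by 150 nM human 12hLO, pH 7.0 Hepes buffer, after 15 min compound preincubation.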
# * hit, by the source's call; ? = inconclusive; nt = not tested or not shown; & = joins results of further samples; [ ] = another dose, or the depositor's remark. Unless noted, calls come from the whole dose curve; as a rule, active = well fitted curve in the direction sought with a large enough effect; inconclusive = small, poorly fitted or top-dose-only effect, or another doubt; inactive = no such curve, though single readings can be large; an effect the other way counts as inactive or inconclusive. This is a subset (hit frequency here may not be typical).
# Each structure is followed by: Glioma ERSR ind | D2 antag | Vif-APOBEC3F blk | RGS4 inh | LDHA inh | D2 ag | Vif-A3G inh | ERG Ets-DNA blk | ALOX12 inh
> O=C(Nc1ccc2oc(-c3ccccc3F)nc2c1)c1ccc([N+](=O)[O-])o1
  3% | 11 | 5% | 1% | -7&-7 | 0.4 | 0% | -18% | 11%&-10%
> CCOc1ccccc1C1CC(=O)Nc2cc3c(cc21)OCO3 (stereo not given)
  -2% | -4 | -12% | 27% | 0 | -0.8 | 1% | -7% | ?
> COc1ccccc1N1CCN(CC(=O)c2ccc3ccn(C(C)=O)c3c2)CC1
  -4% | -8 | -16% | -43% | 5 | -1.1 | -1% | -7% | nt
> CCC(C)(C)n1nnnc1C(c1ccccc1)N1CCN(C2CCCC2)CC1 (stereo not given)
  -2% | -1 | -8% | -20%[11.4 µM] | -2 | -0.5 | -2% | 1% | 8%
> CCc1nn(CC(=O)NCCc2ccc(OC)cc2OC)c(=O)c2cc3occc3n12
  -6%&-1% | 6 | 1%&-4% | 17%[11.4 µM] | -3&-5 | -0.1&0.4 | 3%&4% | -5%&9% | -1%&-11%
> O=C(Nc1cccc(Cl)c1Cl)c1ccc2c(c1)N(Cc1cccc(Cl)c1)C(=O)c1ccccc1S2=O (stereo not given)
  -3% | nt | 4% | 0% | 0 | -1.0 | 1% | -23% | 5%
> Cc1c(Cl)cccc1NC(=O)CCS(=O)(=O)c1ccc2c(c1)CC(=O)N2C
  0% | nt | 0% | 14% | 0 | 0.0 | 1% | 0% | -6%
> O=C(CSc1nnc(-c2ccccc2)n1CC1CCCO1)N1CCCC1 (stereo not given)
  -1% | 13 | -2% | 8% | -11 | -2.0 | -6% | -1% | 6%
> CC1(C(=O)NS(=O)(=O)c2ccc(C#N)cc2)CCN1C(=O)Cc1cc(F)ccc1F (stereo not given)
  -3% | nt | nt | nt | -7 | nt | 3% | nt | -6%
> Oc1c(C(c2ccccn2)N2CCOCC2)ccc2cccnc12 (stereo not given)
  -2% | -117 | -9% | ? | 17 | 0.2 | ? | nt | nt
> CCN(CCO)c1ncnc2c1sc1nc(C(C)C)c3c(c12)CC(C)(C)OC3
  -1% | 0 | -12% | 8% | 5 | -1.1 | -9% | 3% | 0%
> CC(=O)c1ccc(N2CCN(C(=O)c3cc4c(s3)-c3ccccc3OC4)CC2)cc1
  -5% | nt | -11% | -45% | 5 | -0.1 | 1% | 2% | -18%
> Cc1cccn2c(=O)nc(SCC(=O)Nc3cccc4ccccc34)nc12
  -1% | nt | -14% | -5% | -3 | nt | 0% | -6% | -16%
> CCCn1c(C)cc(C(=O)CN2C(=O)c3cccc(N)c3C2=O)c1C
  15% | 13 | ? | 33% | -1 | 0.8 | 1% | -18% | -12%
> CN(C)S(=O)(=O)c1ccc(C(=O)Nc2ccn(C)n2)cc1
  1% | 10 | -1% | -1% | -8 | -3.1 | 0% | 6% | -4%
> CCn1c(=N)n(CC(O)COc2ccccc2)c2ccccc21 (stereo not given)
  -2% | nt | -4% | -102% | -4 | 0.0 | 1% | 6% | 6%
> O=C(OCC(=O)N1CCCC1)c1cc(F)c(F)cc1Cl
  10% | 3 | 0% | -2% | -3 | 1.9 | 1% | -21% | -2%
> CCC1CCCCN1S(=O)(=O)c1ccc(C(=O)Nc2sc3c(c2C(N)=O)CCC3)cc1 (stereo not given)
  -4% | nt | 10% | -28% | -2 | nt | -1% | -1% | ?
> Cc1cc2cc(C)c3nnc(SCC(=O)Nc4ccc(S(=O)(=O)N5CCCCC5C)cc4)n3c2cc1C (stereo not given)
  -5% | 0 | 4% | -32% | -5 | -1.4 | 3% | 10% | -17%
> COc1ccc2nc(N(Cc3cccnc3)C(=O)c3ccc4c(c3)OCCO4)sc2c1
  -1% | nt | -3% | -2% | -8 | -0.8 | -1% | -1% | ?
> COc1cc(/C=N/NC(=O)c2c(-c3ccccc3)noc2C)ccc1O
  -4% | -15 | 0% | -11% | -4 | 0.5 | -1% | -4% | -5%
> CCCCn1c(N)c(N(CCOC)C(=O)c2cc(S(=O)(=O)N3CCOCC3)ccc2Cl)c(=O)[nH]c1=O
  -3% | nt | 1% | -10% | -3 | nt | -4% | 6% | 26%
> CCOC(=O)N1CCN(C(=O)c2ccc3c(SCC(=O)O)c4c(nc3c2)CCCC4)CC1
  -1% | nt | 1% | 13% | 2 | nt | -2% | -4% | nt
> O=C1NC(=S)NC1Cc1ccc(O)cc1 (stereo not given)
  -2% | nt | 4% | -10% | -4 | nt | -1% | 9% | 13%
> O=C1C=C(c2ccc(-c3ccccc3)c(F)c2)C[C@@H](c2ccc3c(c2)OCO3)C1
  -1% | nt | -1% | 2% | 0 | nt | 4% | 10% | 5%
> C=CCNc1ncnc2c1[nH]c1ccc(Cl)cc12
  1% | -13 | -2% | ? | -12 | 2.2 | -22% | 6% | -5%
> O=C(c1ccc(Cl)s1)N1CCN(c2ncccn2)CC1
  -3% | -1 | -3% | 13% | -4 | -0.1 | -5% | -8% | 9%
> Cc1cc(C)cc(NC(=O)CCc2c(C)nn(-c3ccc(N4CCCC4)nn3)c2C)c1
  1% | nt | -9% | -6% | -1 | 0.8 | -8% | 0% | 1%
> CCOc1ccc(NC(=O)c2cc(S(=O)(=O)N3CCOCC3)cn2C)cc1
  -4% | -6 | 4% | 11% | -5 | -0.4 | 4% | 1% | 14%
> NC(=O)Cn1c(=O)n(Cc2ccccc2)c(=O)c2cccnc21
  -5% | 7 | 1% | 4% | -7 | 0.6 | 0% | 7% | 275%[activator]

# Arranged by length of the SMILES (highest first): part of the list above
# Each structure is followed by: Glioma ERSR ind | D2 antag | Vif-APOBEC3F blk | RGS4 inh | LDHA inh | D2 ag | Vif-A3G inh | ERG Ets-DNA blk | ALOX12 inh
> CCOC(=O)N1CCN(C(=O)c2ccc3c(SCC(=O)O)c4c(nc3c2)CCCC4)CC1
  -1% | nt | 1% | 13% | 2 | nt | -2% | -4% | nt
> COc1cc(/C=N/NC(=O)c2c(-c3ccccc3)noc2C)ccc1O
  -4% | -15 | 0% | -11% | -4 | 0.5 | -1% | -4% | -5%
> O=C1NC(=S)NC1Cc1ccc(O)cc1 (stereo not given)
  -2% | nt | 4% | -10% | -4 | nt | -1% | 9% | 13%

# Further entries follow.
# Each structure is followed by: Glioma ERSR ind | D2 antag | Vif-APOBEC3F blk | RGS4 inh | LDHA inh | D2 ag | Vif-A3G inh | ERG Ets-DNA blk | ALOX12 inh
> COc1ccc(OC)c(N(C(=O)c2snc(C(N)=O)c2N)C(C(=O)NCC2CCCO2)c2ccc3ncccc3c2)c1 (stereo not given)
  3% | 3 | -4% | 34% | -5 | -0.3 | 1% | 3% | 6%
> CC1CCN(Cc2c(C(=O)N/N=C/c3ccc(C(C)C)cc3)nnn2-c2nonc2N)CC1
  -5% | 7 | -1% | 19% | -7 | 0.0 | -1% | 4% | ?
> COc1cc(OC)c2c(c1)O/C(=C\c1ccccc1)C2=O
  7% | nt | 2% | -2% | -3 | nt | -5% | 6% | 10%
> COc1ccc(C2=NOC(C(=O)NCc3ccc(F)cc3)C2)cc1 (stereo not given)
  -4% | -8 | -12% | -21% | -4 | -0.5 | ? | -3% | 24%
> O=C(CSc1ccccc1)N1CCc2ccccc21
  -1% | nt | -5% | -51% | 0 | nt | -7% | -6% | 0%
> Cc1cc(C)nc(NC(=O)c2ccccc2O)n1
  0% | -4 | -4% | -52% | 2 | 0.8 | 1% | 4% | 0%
> CCc1nnc(SCc2ccc(OC(C)C)cc2)n1N
  4% | 6 | -2% | 8% | -3 | 0.2 | 0% | -1% | -26%
> Cc1ccc(NC(=O)c2ccc(S(=O)(=O)N3CCC(C)CC3)cc2)cc1
  -6% | 8 | -6% | -10% | -10 | -0.5 | 1% | -12% | 0%
> O=C(c1cnn(Cc2ccccc2)c1)N1CCN(S(=O)(=O)/C=C/c2ccccc2)CC1
  -6% | -20 | -2% | -6% | 1 | -1.5 | 6% | -3% | 0%
> Cc1cccc(NC(=O)NC(=S)NC(=O)c2ccccc2)c1
  1% | -8 | 1% | -21% | 0 | 0.2 | 1% | 2% | ?
> Cc1cc2ncn(-c3nnnn3-c3ccccc3)c2cc1C
  -3% | -4 | 0% | -14% | -1 | -0.9 | 1% | -6% | ?
> O=C(CN1C(=O)NC2(CCCC2)C1=O)Oc1ccc2ccc(=O)oc2c1
  2% | 10 | -5% | -27% | 3 | 1.3 | -5% | -20% | -2%
> CC(=O)c1ccc(N2CCN(S(=O)(=O)c3ccc4c(c3)CC(=O)N4C)CC2)cc1
  0% | -5 | 6% | -40% | -7 | -0.5 | 1% | -3% | -9%
> Cc1cccc(OCC(=O)Nc2ccc3c(c2)nc(CCN2CCCCC2)n3C)c1
  -3% | -11 | -8% | -20% | 0 | 0.8 | 3% | 13% | nt
> CCOC(=O)c1c(C)[nH]c(C)c1S(=O)(=O)N1CCOCC1
  -4% | 14 | -1% | 7% | -17 | -0.8 | -1% | -5% | 3%
> COc1cc(OC)cc(C(=O)Nc2ccc3c(c2)COC3=O)c1
  3% | 11 | 2% | -3% | -6 | 0.1 | 1% | nt | 14%
> Nc1nnc(SCC(=O)OCC(=O)c2ccccc2)s1
  -4% | 18 | -24% | -6% | -1 | 1.7 | 2% | 16% | 6%

# Source: PubChem (National Center for Advancing Translational Sciences (NCATS))
